# Screening results as filed in PubChem.
# CendR NRP1 mod – modulators of CendR peptide binding to NRP-1, primary screen, biochemical, fluorescence polarization, uHTS; FAM-RPARPAR peptide binding to NRP-1; hit rate 0.85% among 360,000; inhibition, % at 25 µM; Neuropilin-1 (Homo sapiens), O14786;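 active = inhibition or corrected inhibition above about 18%, plus a signal ratio from 0.5 to 1.5, limit read from the data, passing the limit was not always enough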; note: strong numbers were not always called active
# Tb MetRS inh – T. brucei MetRS inhibitors, primary screen, biochemical, luminescence; methionyl-tRNA synthetase (Trypanosoma brucei brucei); inhibition, % at 11.9 µM; hit rate 0.4% among 360,000; purified T. brucei MetRS, ATP depletion, Kinase-Glo luminescence;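 active = inhibition above a per-plate cutoff of the control wells' mean inhibition plus 3 SD, cut at about 5.5% in these data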;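 note: 0% = DMSO wells median and 100% = median of wells with control inhibitor compound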
#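 Test system: purified T. brucei MetRS enzyme. Also added: ATP, methionine and E. coli bulk tRNA substrates. Compound: 11.9 µM single point. Schedule: 15 min enzyme-compound preincubation, 2 h reaction, 10 min detection, 25 °C. Signal: luciferase luminescence of residual ATP, Kinase-Glo. Evaluation: percent inhibition versus plate control medians. Controls: DMSO wells, low control.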
# MT1-MMP act inh – blockers of MT1-MMP proenzyme processing, primary screen, HT1080 RFP-PRO-GFP cells, GFP/RFP fluorescence; Matrix metalloproteinase-14 (Homo sapiens), P50281; GFP/RFP ratio change, % at 20 µM; AID 651647, 2012; hit rate 0.061% among 360,000; GFP/RFP ratio fluorescence, overnight; percent of plate control window, DMSO zero;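 active = GFP/RFP ratio change of at least 30% with cell ATP level not reduced by more than half and red fluorescence within 50% of control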; note: strong numbers were not always called active
#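 Compound: 20 µM single dose, 1% DMSO / System: HT1080 RFP-PRO-GFP cells / Controls: DMSO and RFP-L50D-GFP cell wells / Read-out basis: GFP/RFP fluorescence ratio / Schedule: overnight compound exposure at 37 °C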
# E coli Lon inh – inhibitors of E. coli Lon protease, primary screen, biochemical, fluorescence polarization | hit rate 0.42% among 360,000 | AID 602123, 2011 | purified E. coli Lon protease | inhibition, % at 7.94 µM; in the data active = inhibition above about 13%, passing the limit was not always enough;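 note: 0% = enzyme with probe and DMSO and 100% = no enzyme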
# Target sequence (P0A9M0 whole entry, looked up): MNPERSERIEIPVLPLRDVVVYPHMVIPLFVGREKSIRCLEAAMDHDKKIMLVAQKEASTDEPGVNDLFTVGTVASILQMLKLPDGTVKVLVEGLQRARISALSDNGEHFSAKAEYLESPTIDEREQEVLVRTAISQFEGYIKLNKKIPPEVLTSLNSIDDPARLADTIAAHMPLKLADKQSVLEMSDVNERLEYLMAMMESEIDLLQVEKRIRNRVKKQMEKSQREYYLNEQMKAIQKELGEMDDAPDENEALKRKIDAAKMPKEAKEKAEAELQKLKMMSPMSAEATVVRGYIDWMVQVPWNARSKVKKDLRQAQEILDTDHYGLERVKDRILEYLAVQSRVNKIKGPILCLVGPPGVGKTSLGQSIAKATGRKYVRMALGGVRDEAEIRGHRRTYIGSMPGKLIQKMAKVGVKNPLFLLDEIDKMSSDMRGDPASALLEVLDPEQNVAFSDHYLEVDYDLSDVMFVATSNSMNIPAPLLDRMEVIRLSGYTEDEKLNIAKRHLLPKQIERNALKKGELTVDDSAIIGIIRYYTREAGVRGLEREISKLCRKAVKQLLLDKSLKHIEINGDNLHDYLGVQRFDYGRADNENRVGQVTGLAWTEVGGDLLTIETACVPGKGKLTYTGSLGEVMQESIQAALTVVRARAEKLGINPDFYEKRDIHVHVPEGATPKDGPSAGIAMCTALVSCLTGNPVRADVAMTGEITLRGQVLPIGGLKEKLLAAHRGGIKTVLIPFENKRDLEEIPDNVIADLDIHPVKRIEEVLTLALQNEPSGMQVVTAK
# PABP1 MLLE inh – inhibitors of PABP1 MLLE–PAM2 peptide binding, primary screen, biochemical, fluorescence polarization, FITC-PAM2, GST-MLLE; AID 588489, 2011; inhibition, % at 20 µM; hit rate 0.36% among 360,000; Polyadenylate-binding protein 1 (Homo sapiens), P11940; in the data active = inhibition above about 35%, passing the limit was not always enough;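 note: plate controls were DMSO wells with GST-MLLE for no effect and wells lacking GST-MLLE protein for full effect; some results filed as inactive read as strong as hits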
# FAS TE block – FAS thioesterase domain inhibitors, primary screen, biochemical, fluorescence intensity, uHTS; Fatty acid synthase (Homo sapiens), P49327; recombinant FAS-TE, OMFH fluorogenic substrate, fluorescence endpoint; inhibition, % at 15 µM; hit rate 0.67% among 360,000;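 active = compounds whose normalised, plate-corrected inhibition of enzyme fluorescence in the single-dose primary screen is 50% or more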;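 note: 0% = DMSO with enzyme and 100% = substrate without enzyme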
# MsrA act – bovine MsrA enzyme activators, primary screen, biochemical, absorbance, HTS. Methionine sulfoxide reductase A (Bos taurus). purified bovine MsrA, absorbance read-out. activation, % at 10.6 µM. hit rate 0.3% among 360,000. AID 602163, 2012; in the data active = activation above about 7.5%;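 note: 0% = vehicle and 100% = reference activator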
# SKN-1 inh – suppressors of acrylamide-induced Pgst-4::GFP reporter in worms, primary screen, SKN-1 inhibitor project, whole organism, uHTS, GFP/RFP fluorescence ratio, strain VP596 | C. elegans VP596 Pgst-4::GFP/RFP ratio, 24 h | inhibition, % at 21.8 µM | hit rate 0.49% among 360,000;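 active = interference check ratio from 0.5 to 1.5 plus GFP to RFP signal ratio inhibition reaching or exceeding a fixed threshold, cut at about 30% in these data, passing the limit was not always enough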; note: some compounds called inactive have numbers as strong as hits
# MsrA inh – bovine MsrA enzyme inhibitors, primary screen, biochemical, absorbance, HTS; purified bovine MsrA, absorbance read-out; hit rate 0.75% among 360,000; inhibition, % at 15.5 µM; Methionine sulfoxide reductase A (Bos taurus); in the data active = inhibition above about 4.5%;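 note: 0% = vehicle wells with enzyme and 100% = reference inhibitor wells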
# * marks the source's active call; other numbers are inactive results; x = not tested or not shown.
SMILES,CendR NRP1 mod,Tb MetRS inh,MT1-MMP act inh,E coli Lon inh,PABP1 MLLE inh,FAS TE block,MsrA act,SKN-1 inh,MsrA inh
CCSc1ncc(Cl)c(C(=O)Nc2ccc(S(=O)(=O)Nc3onc(C)c3C)cc2)n1,3,-0.3,1,-1,1,2,-14,-20,0.7
CCCn1c2ccccc2c2cnn(CC(=O)N3CCN(C4CCCCC4)CC3)c(=O)c21,12,-0.2,1,-4,3,-1,-3,-6,x
CCN1C[C@@H]2[C@@H]3C(=O)N(Cc4ccccc4)C(=O)[C@@H]3[C@](CC)(C1=O)N2C(=O)c1ccc(C(F)(F)F)cc1,30*,-0.3,1,-1,-7,-10,-2,23,1.1
CC(C)Cn1c(=O)c(C(=O)Nc2ccccc2S(N)(=O)=O)c(O)c2ccccc21,-9,-0.1,0,7,13,11,1,23,0.4
CC1=C(C(=O)OC(C)C)C(c2ccc3c(c2)OCO3)NC(=O)N1 (stereo unspecified),-2,-1.4,-2,-10,1,1,1,2,0.6
C[C@@H]1CN([C@H](C)CO)C(=O)CCCn2cc(nn2)CO[C@H]1CN(C)C(=O)Cc1ccccc1,2,-1.2,4,-13,9,-7,-3,-6,0.8
COc1ccccc1NC(=O)CNC(=O)c1ccccc1C,-2,-0.3,-3,-10,-5,-5,-2,16,0.1
O=C(NC1CCCc2c1cnn2-c1cc(F)cc(F)c1)c1cc[n+]([O-])cc1 (stereo unspecified),2,0.3,2,0,10,-6,-3,14,-0.5
COC(=O)c1ccc(NC(=S)NCc2ccco2)cc1,0,-1.5,6,-9,4,-4,-13,-10,0.5
CC(=O)c1cccc(Nc2ccc(C#N)cc2)c1,-6,-0.2,0,-8,5,-7,-4,14,-0.4
CCOC(=O)N1CCN(C(=O)CNC(=O)c2nn(-c3ccc(OC)c(Cl)c3)c(=O)c3ccccc23)CC1,-1,4.8,3,4,7,0,0,7,-0.4
Cc1cc(C)n2c(Nc3ccc4c(c3)OCCO4)c(C(C)C)nc2n1,4,-0.2,-1,-1,x,-8,-3,8,0.4
CCCNC(=O)C1(C)CCCN(C(=O)c2cccnc2Oc2ccccc2)C1 (stereo unspecified),0,-0.1,2,-18,16,-5,-1,2,0.2
O=C1c2ccccc2C(=Cc2cccnc2)c2ccccc21,-25,-0.1,-8,-7,2,-5,-2,11,1.8
O=C(O)CCc1ccc(-c2ccc(F)cc2)n1Cc1ccco1,9,0.3,-3,-9,-6,-6,-3,5,0.9
CCOc1ccccc1-n1nnnc1SCc1nc2ccccc2s1,-7,0.3,-7,9,-85,26,-5,13,-1.3
CC(C)C(=O)Nc1cccc(S(=O)(=O)NC2=NCCC2)c1,13,-0.2,2,2,15,-6,-1,5,0.5
Nc1c(S(=O)(=O)c2ccccc2)c2nc3ccccc3nc2n1Cc1ccco1,-114,1.5,-113,-54,1,-8,-12,-3,3.3
O=C(Nc1ccccc1)c1cc(C2COCCN2C(=O)c2ccccn2)on1 (stereo unspecified),-15,-0.6,-5,7,3,-9,-8,0,-0.7
CN(C)CC(=O)N1CCc2ccccc2C1,12,-0.6,1,-1,12,-4,-1,-4,-0.5
CC(OC(=O)c1ccc(Cl)c(S(N)(=O)=O)c1)C(=O)NCC1CCCCC1 (stereo unspecified),4,-0.4,3,0,-4,-1,-2,-9,0.2
CCOC(=O)c1nn(-c2ccc(F)cc2)c(=O)cc1OCC(=O)N1CCN(c2ccccc2)CC1,-4,-0.3,-4,-7,15,2,-1,13,-1.5
O=c1c(-c2ccccc2)c(-c2ccccc2)oc2cc(O)cc(O)c12,-3,-1.0,-5,-4,11,13,-5,5,1.2
CCN(CC(=O)Nc1c(F)cccc1F)C(=O)c1cc2ccccc2oc1=O,9,-0.6,-3,23*,-7,-8,0,6,2.9

# Quoted from the listing.
# Nc1c(S(=O)(=O)c2ccccc2)c2nc3ccccc3nc2n1Cc1ccco1 @ CendR NRP1 mod = -114
# CC(C)C(=O)Nc1cccc(S(=O)(=O)NC2=NCCC2)c1 @ FAS TE block = -6
# CC(OC(=O)c1ccc(Cl)c(S(N)(=O)=O)c1)C(=O)NCC1CCCCC1 (stereo unspecified) @ FAS TE block = -1
# CCOc1ccccc1-n1nnnc1SCc1nc2ccccc2s1 @ CendR NRP1 mod = -7

# Continuation:
SMILES,CendR NRP1 mod,Tb MetRS inh,MT1-MMP act inh,E coli Lon inh,PABP1 MLLE inh,FAS TE block,MsrA act,SKN-1 inh,MsrA inh
CCNC(=O)CSc1nc2cc([N+](=O)[O-])ccc2n1-c1cccc(C(F)(F)F)c1,0,-0.4,-3,-15,-96,34,-1,19,0.0
CCCCc1nnc(NC(=O)C2CC(=O)N(Cc3ccccc3)C2)s1 (stereo unspecified),-3,-0.1,0,-14,4,-8,-2,6,-0.4
Cc1cccc(C(C(=O)NC2CCCCC2)N(Cc2cccnc2)C(=O)c2csnn2)c1 (stereo unspecified),8,-0.3,-3,-4,27,-2,-2,5,-0.2
O=S(=O)(c1ccc2ccccc2c1)N1CCCCCC1,1,0.2,-3,-2,-7,19,-3,4,1.4
Cc1c(C(=O)c2ccc(F)cc2)c2ccccn2c1CCc1ccccn1,4,-0.2,0,-4,0,0,-2,18,1.6
N#C/C(=C(/O)CSc1nnc(Cc2cccs2)n1C1CCCCC1)c1nc2ccccc2[nH]1,-36,0.6,-7,-23,-75,-6,-11,-14,1.8
Cc1nc2ccccc2c(=O)n1NC(=O)C1CC1,9,0.3,-1,3,10,-5,0,-4,-1.0
O=C1[C@H](Cc2ccccc2)NCC=CC[C@@H](c2ccc(Cl)cc2)N1Cc1ccc(Cl)cc1,6,-0.3,-1,-1,-1,34,-3,1,-0.3
CN(CCCNC(=O)Cn1cccc1C(=O)c1ccccc1)C1CCCCC1,0,-0.2,-1,-1,-4,0,-1,-11,0.6
Cc1ccccc1Nc1nc(N)nc(COC(=O)c2c(C)noc2C)n1,5,-0.1,7,-2,-7,-3,-2,15,-0.5
CC1(NC(=O)C2CCN(C(=O)Nc3ccccc3)CC2)CCS(=O)(=O)C1 (stereo unspecified),9,0.1,-1,-1,0,-6,-1,8,-0.1
FC(F)(F)c1cccc(-c2nc(COc3ccc(Cl)cc3Cl)no2)c1,-12,-0.5,1,4,-1,34,-1,5,-0.6
COc1ccc(N=Cc2c(O)cc(C)oc2=O)cc1,6,-0.4,-21,-5,-8,-8,3,-15,2.0
COc1cccc(CC(NC(C)=O)C(=O)NC2CCN(c3nc(C)cc(C)c3C#N)CC2)c1 (stereo unspecified),-4,-0.2,0,-1,6,-1,3,16,1.2
C=CCOc1ccc(/C=C(\C#N)C(=O)Nc2ccccn2)cc1OC,-2,-0.3,-1,3,11,-2,-3,-2,-0.9
Cc1c(C(=O)N2CCCc3ccccc32)oc2ccc(S(=O)(=O)N3CCOCC3)cc12,10,-0.4,-14,14,4,22,-7,2,1.0
CCC(C)C(NC(=O)C1CCC(C)CC1)C(=O)NCCc1ccc(S(N)(=O)=O)cc1 (stereo unspecified),11,-1.2,-3,9,-12,-8,-9,-4,1.7
CCCCOC(=O)Nc1nnc(CC(=O)NCc2ccccc2)s1,2,-0.2,2,-5,9,-5,-2,8,-0.1
Cc1ccccc1NC(=O)Cc1cccs1,18,-0.6,0,-2,-15,-8,-6,-3,-1.0
COC(=O)CSc1nnnn1-c1cccc2ccccc12,-9,0.1,-1,-1,-2,-2,-4,8,0.2
Cc1ccc2nc(CC(O)(c3ccccc3)c3ccccc3)ccc2c1,9,-0.1,0,-8,-3,20,1,12,-1.0
COC(=O)c1cc(S(=O)(=O)N2CCN(c3ccc(F)cc3)CC2)cn1C,16,-0.4,3,-1,6,4,-3,-2,-0.9
Cc1c(C(=O)N2CCCCC2)c(S(=O)(=O)N2CCN(c3ccc(F)cc3)CC2)c(C)n1C,16,-0.6,-1,-3,-1,-10,-10,0,-1.0
COc1ccccc1C(=O)Oc1ccc(N2C(=O)CCC2=O)cc1,-4,-0.1,1,-2,-2,-6,-3,10,1.3
COc1ccc(NC(=O)CCCN2C(=O)C(c3ccccc3)Oc3cccnc32)cc1OC (stereo unspecified),13,0.1,3,2,-11,-1,0,5,0.6
Cc1cc(C)n(Cc2ccc(C(=O)Nc3cccc(Br)c3)o2)n1,0,-0.5,9,-8,0,7,-6,0,-0.5
Cc1ccc(NC2=NC(c3ccccc3)n3c(nc(C)cc3=O)N2)c(C)c1 (stereo unspecified),1,0.6,2,0,6,-5,-2,-4,0.6
CC(=O)Nc1ccc(C2=NNC(=Nc3ccc(S(=O)(=O)N4CCOCC4)cc3)SC2)cc1,-23,0.5,-2,3,-1,-166,0,0,0.5
O=C(CCNC(=O)C1CCN(S(=O)(=O)c2ccccc2)CC1)NCc1cccc(C(F)(F)F)c1,12,-0.4,5,1,-21,3,-1,17,-0.5
C/C(Cl)=C\Cn1c(O)c(N=NC(N)=S)c2cc(Br)ccc21,13,-0.5,2,0,44*,26,-4,10,1.0
CCN(CC)CCCNc1nc(C)cc(COC)c1C#N,9,-1.0,1,6,11,0,-7,4,0.1
CCOC(=O)c1c(C)[nH]c(C)c1C(=O)CSc1nc2ccccc2n1CCC#N,-2,-0.1,-6,1,-68,-11,-6,3,0.2
COC(=O)c1ccc(C)c(NS(=O)(=O)c2ccc3c(c2)OCCO3)c1,16,-0.5,6,-7,-2,-4,-4,-9,x
Cc1cccc2nc(CSc3ccccc3C(=O)O)cn12,-5,-0.8,-1,1,12,7,-3,3,0.9
Cc1ccc(NC(=O)CCNS(=O)(=O)c2ccc3c(c2)oc(=O)n3C)cc1C,-1,0.2,1,3,-10,-3,-2,-5,-0.8
O=C(Cn1cncn1)N/N=C/c1cccc2ccccc12,4,0.0,3,2,-7,-9,-6,4,1.7
CCOC(=O)C1(C)CCCCN1C(=O)c1ccccc1OC (stereo unspecified),-2,-0.4,2,0,-1,-9,-2,-2,-0.4
O=C1OCC/C1=C\OCCCO/C=C1\CCOC1=O,0,-0.6,2,7,-6,-10,-8,2,0.4
Cc1ccc2c(c1)cc(CN(Cc1cccs1)C(=O)c1ccco1)c1nnnn12,-12,-0.3,1,6,6,21,0,-9,0.2
N=c1sccn1CC(=O)Nc1cccc(S(N)(=O)=O)c1,15,-0.6,2,-16,2,-6,-3,12,-1.4
COc1ccc(C(=O)NC(=S)NNC(=O)c2c(-c3ccccc3)noc2C)cc1OC,13,0.1,5,-1,-8,-3,-2,12,0.3

# Part of the list above, set out differently.
# Fields: CendR NRP1 mod | Tb MetRS inh | MT1-MMP act inh | E coli Lon inh | PABP1 MLLE inh | FAS TE block | MsrA act | SKN-1 inh | MsrA inh
N=c1sccn1CC(=O)Nc1cccc(S(N)(=O)=O)c1
→ 15 | -0.6 | 2 | -16 | 2 | -6 | -3 | 12 | -1.4
Cc1ccc2c(c1)cc(CN(Cc1cccs1)C(=O)c1ccco1)c1nnnn12
→ -12 | -0.3 | 1 | 6 | 6 | 21 | 0 | -9 | 0.2
